Compound activity deposited in PubChem BioAssay by several laboratories.
STK33 kinase inh: blocks human STK33 kinase activity | Q9BYT3 | purified STK33, MBP phosphorylation, ADP-Glo luminescence | inhibition, % at 10 µM | hit rate 0.073% among 320,000;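 active = inhibition at or above 25%, using the most active replicate where run in duplicate; inactive = inhibition below 25%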
Target sequence (Q9BYT3 whole entry, looked up): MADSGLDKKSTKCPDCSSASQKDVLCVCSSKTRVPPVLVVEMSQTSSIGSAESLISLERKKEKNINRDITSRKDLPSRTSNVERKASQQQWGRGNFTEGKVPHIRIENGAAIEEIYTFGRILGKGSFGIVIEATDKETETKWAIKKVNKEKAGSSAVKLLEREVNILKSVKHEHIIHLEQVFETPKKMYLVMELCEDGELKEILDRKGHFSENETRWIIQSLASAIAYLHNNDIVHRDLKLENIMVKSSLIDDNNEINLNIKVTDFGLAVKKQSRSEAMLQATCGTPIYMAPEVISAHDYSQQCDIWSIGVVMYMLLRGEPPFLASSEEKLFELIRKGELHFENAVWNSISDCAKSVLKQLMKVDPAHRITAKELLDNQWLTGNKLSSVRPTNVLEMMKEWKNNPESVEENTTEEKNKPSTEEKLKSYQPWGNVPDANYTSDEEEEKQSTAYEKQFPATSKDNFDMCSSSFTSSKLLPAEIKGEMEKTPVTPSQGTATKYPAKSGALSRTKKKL
OX1R antag-1: antagonists of human orexin 1 receptor (OX1R) | hit rate 1.8% among 330,000 | AID 485270 | inhibition, % at 6.6 µM | OX1R-expressing cells, FRET antagonist read-out | O43613; in the data active = inhibition mostly above about 38%, no sharp cut-off; inactive = mostly below about 40%;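 also: 0% = agonist challenge alone and 100% = reference antagonist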
Target sequence (O43613 whole entry, looked up): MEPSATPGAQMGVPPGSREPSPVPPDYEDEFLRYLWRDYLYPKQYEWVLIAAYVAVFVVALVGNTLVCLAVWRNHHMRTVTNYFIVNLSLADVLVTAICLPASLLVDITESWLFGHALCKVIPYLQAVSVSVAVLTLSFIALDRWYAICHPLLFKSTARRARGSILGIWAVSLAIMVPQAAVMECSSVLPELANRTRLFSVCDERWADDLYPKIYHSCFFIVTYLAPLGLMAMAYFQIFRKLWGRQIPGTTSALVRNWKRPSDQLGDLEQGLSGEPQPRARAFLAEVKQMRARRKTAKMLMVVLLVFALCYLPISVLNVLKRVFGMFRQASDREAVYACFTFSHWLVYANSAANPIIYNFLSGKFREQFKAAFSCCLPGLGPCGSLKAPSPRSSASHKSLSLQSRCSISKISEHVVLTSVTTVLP
OX1R antag-2: antagonists of human orexin 1 receptor; O43613; CHO/OX1R cells, Fluo-8 calcium fluorescence, orexin A; inhibition, % at 5 µM; hit rate 0.43% among 330,000; AID 434989;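 active = inhibition above its plate's threshold, mean inhibition of all tested compounds on the plate plus 3 SD, cut at about 37% in these data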;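 also: 0% = orexin A challenge wells and 100% = SB-334867-A antagonist wells; not every result past the cut was called active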
* marks the source's active call; other numbers are inactive results; . = not tested or not shown.

SMILES	STK33 kinase inh	OX1R antag-1	OX1R antag-2
CCc1nc(SCC(=O)Nc2ccccc2Cl)n[nH]1	-0.2	7	-8
COc1cc(Cl)ccc1OCc1cc(C(=O)N2CCC(N(C)C)C2)no1 (stereo not given)	2.8	12	-18
COc1ccccc1NC(=O)Cn1cnc2c1c(=O)n(C)c(=O)n2C	-1.3	21	8
Cc1ccc2c(CC(=O)NCCc3ccc(S(N)(=O)=O)cc3)coc2c1	0.0	3	-9
O=C(Cn1c(=O)[nH]c2ccccc2c1=O)Nc1cccnc1	1.5	6	-12
NC(=O)C1CCN(C(=O)c2cc3ccccc3cc2O)CC1	0.5	24	-10
CSCC[C@H](NC(=O)OC(C)(C)C)C(=O)N1CCC(C(=O)N[C@@H](C)C(=O)NC(C)c2ccccc2)CC1 (stereo not given in full)	0.4	11	-29
CCCCOC(=O)c1ccc(NC(=O)C(CCS(C)(=O)=O)NC(C)=O)cc1 (stereo not given)	-0.1	20	-13
C=Cc1ccc(C(=O)N2CCCC(CCC(=O)N3CCN(c4ccccn4)CC3)C2)cc1 (stereo not given)	-0.6	9	-29
O=C(Nc1nccs1)C12CC3CC(C1)CC(C(=O)Nc1nccs1)(C3)C2	0.4	27	-30
CC(=O)N1CCC(=NNC(=O)c2cc3ccccc3cc2O)CC1	1.8	10	-5
COC(=O)CCN(C(=O)c1ccc(C)c([N+](=O)[O-])c1)c1ccccn1	-0.2	18	-25

Ordered by the number under OX1R antag-1 (smallest number first): some entries from above.
SMILES	STK33 kinase inh	OX1R antag-1	OX1R antag-2
O=C(Cn1c(=O)[nH]c2ccccc2c1=O)Nc1cccnc1	1.5	6	-12
CSCC[C@H](NC(=O)OC(C)(C)C)C(=O)N1CCC(C(=O)N[C@@H](C)C(=O)NC(C)c2ccccc2)CC1 (stereo not given in full)	0.4	11	-29
NC(=O)C1CCN(C(=O)c2cc3ccccc3cc2O)CC1	0.5	24	-10

Later entries:
SMILES	STK33 kinase inh	OX1R antag-1	OX1R antag-2
CCOC(=O)Cn1c(CN2CCN(C(c3ccccc3)c3ccccc3)CC2)nc2c1c(=O)n(C)c(=O)n2C	-0.8	8	-41
CCOC(=O)c1c(NC(=O)Cn2cnc([N+](=O)[O-])n2)sc2c1CCC(C)C2 (stereo not given)	-1.5	13	-32
CCOC(=O)c1c(C)oc2c1c(C(c1cccnc1)N1CCOCC1)c(O)c1ccccc12 (stereo not given)	-0.9	73*	7
CN1CCN(S(=O)(=O)c2cccc(C(=O)Nc3cc(C(F)(F)F)ccc3N3CCCC3)c2)CC1	.	25	-31
COc1ccc(CCNc2oc(-c3ccc(OC)c(OC)c3)nc2C#N)cc1	-1.4	13	-31
CCOC(=O)Cn1nc(C)c(NC(=O)COc2ccc([N+](=O)[O-])cc2)c1C	-1.3	22	-9
Cc1cc(=O)[nH]c(SCc2ccccc2)n1	-1.3	24	-3
C#CCn1cnc2c(cnn2-c2ccc(C)c(C)c2)c1=O	0.0	31	-7
COc1ccc(S(=O)(=O)NCCCCCC(=O)O)cc1C(=O)O	-1.9	-1	-12
CCOC(=O)c1c(-c2ccc(OC)cc2)oc2ccc(OCC(N)=O)cc12	-1.3	5	-43
CC(Sc1nnc(-c2ccco2)n1-c1ccccc1)C(=O)NCC1CCCO1 (stereo not given)	-0.4	-1	-9
COc1cccc(NC(=O)CN(C)C(=O)c2ccc(S(=O)(=O)Nc3ccccc3C)cc2)c1	0.1	6	-4

Gathered by group: the entries above containing sulfur
SMILES	STK33 kinase inh	OX1R antag-1	OX1R antag-2
CCc1nc(SCC(=O)Nc2ccccc2Cl)n[nH]1	-0.2	7	-8
Cc1ccc2c(CC(=O)NCCc3ccc(S(N)(=O)=O)cc3)coc2c1	0.0	3	-9
CSCC[C@H](NC(=O)OC(C)(C)C)C(=O)N1CCC(C(=O)N[C@@H](C)C(=O)NC(C)c2ccccc2)CC1 (stereo not given in full)	0.4	11	-29
CCCCOC(=O)c1ccc(NC(=O)C(CCS(C)(=O)=O)NC(C)=O)cc1 (stereo not given)	-0.1	20	-13
O=C(Nc1nccs1)C12CC3CC(C1)CC(C(=O)Nc1nccs1)(C3)C2	0.4	27	-30
CCOC(=O)c1c(NC(=O)Cn2cnc([N+](=O)[O-])n2)sc2c1CCC(C)C2 (stereo not given)	-1.5	13	-32
CN1CCN(S(=O)(=O)c2cccc(C(=O)Nc3cc(C(F)(F)F)ccc3N3CCCC3)c2)CC1	.	25	-31
Cc1cc(=O)[nH]c(SCc2ccccc2)n1	-1.3	24	-3
COc1ccc(S(=O)(=O)NCCCCCC(=O)O)cc1C(=O)O	-1.9	-1	-12
CC(Sc1nnc(-c2ccco2)n1-c1ccccc1)C(=O)NCC1CCCO1 (stereo not given)	-0.4	-1	-9
COc1cccc(NC(=O)CN(C)C(=O)c2ccc(S(=O)(=O)Nc3ccccc3C)cc2)c1	0.1	6	-4

Continued:
SMILES	STK33 kinase inh	OX1R antag-1	OX1R antag-2
CN1CCCCC1=NCCCn1cnc2c1c(=O)n(C)c(=O)n2C	-1.1	12	-15
Nc1nc(-c2ccc3c(c2)OCCO3)cs1	0.0	27	-18
Cn1nnnc1SCC(=O)Nc1ccc(Oc2ccccc2)cc1	-0.3	25	-14
Cc1ccc2occ(/C=N/NC(N)=S)c(=O)c2c1	-0.7	23	-6
O=C(Nc1ccccc1)N1CCn2c(nc3ccccc32)C1	1.8	-1	-9
Cn1c(=O)c2c(nc(CN3CCN(c4ccccc4)CC3)n2CCN2CCOCC2)n(C)c1=O	0.8	2	-20
COc1ccc(S(=O)(=O)Nc2ccc3cn[nH]c3c2)cc1[N+](=O)[O-]	1.3	4	2
COC(=O)CSc1nnc(CNC(=O)c2cccc(C)c2)n1-c1ccccc1OC	-0.2	7	-5
Cc1cc([N+](=O)[O-])cc2c1NC(=O)C2(O)N1CCCC(C)C1 (stereo not given)	-1.0	6	-11
COCC(C)NC(=O)c1cc2cc(OC)ccc2[nH]1 (stereo not given)	0.1	3	-10
Cc1ccc(/C=C2/NC(=O)N(c3ccccc3)C2=O)o1	1.0	28	-11
Cc1cc(C)c(NC(N)=S)c(C)c1	-0.8	3	-7
CCCCCN(C(=O)CCC(=O)OCC(=O)N1CCCCC1C)c1c(N)n(CCCC)c(=O)[nH]c1=O (stereo not given)	-0.4	7	-12
CCOc1ccc(CCNC(=O)COC(=O)COc2ccccc2C)cc1OCC	-2.0	19	-20
COc1cccc(CNC(=O)N2CCN(S(=O)(=O)c3ccc(C)cc3)CC2)c1	-1.4	12	-9
CS(=O)(=O)N(CC(=O)N/N=C/c1ccccc1C(=O)O)c1cccc(Cl)c1Cl	0.0	30	-5
CCOC(=O)c1sc(SCc2ccccc2)c2c1CC(C)(C)CC2=O	-1.3	33	-46
CN1C(=O)c2ccccc2C(C(=O)O)C1c1cccc(Cl)c1 (stereo not given)	-0.1	10	-8
COCC(C)n1c(C)cc(C(=O)CSc2nnnn2C2CCCC2)c1C (stereo not given)	-0.8	3	-23
O=C(CN1C(=O)C2CCCCN2C(=O)c2ccccc21)N1CCCc2ccccc21 (stereo not given)	-1.0	5	-38
c1ccc(N=P(N2CCOCC2)(N2CCOCC2)N2CCOCC2)cc1	-1.9	12	-14
Cc1ccc(C(=O)N2CCN(C3CCCCC3)CC2)s1	-0.9	2	-21
COc1ccc(NC(=S)N(CCN(C)C)C(C)c2ccco2)cc1 (stereo not given)	-1.9	-2	-15
CCOc1ccccc1NC(=O)C1CCCN1C(=O)c1cccs1 (stereo not given)	-0.3	-2	-1
O=c1c(OC2OC(CO)C(O)C(O)C2OC2OC(CO)C(O)C(O)C2OC2OC(CO)C(O)C(O)C2O)c(-c2ccc(O)c(O)c2)oc2cc(O)cc(O)c12 (stereo not given)	0.0	12	-2
COc1cccc2cc(C(=O)NCc3ccccc3Cl)c(=O)oc12	-0.3	6	-8
COc1cc(C(=O)N2CCN(S(=O)(=O)c3ccc(C)cc3C)CC2)ccc1OCC(=O)N1CCOCC1	0.2	5	-18
N#C/C(=C/c1cccn1-c1cccc(C(=O)O)c1)c1ccc(Cl)cc1	-1.9	22	4
O=C(O)c1ccc(S(=O)(=O)Nc2cccc(CP(=O)(c3ccccc3)c3ccccc3)c2)cc1	-0.5	9	9
CCC(C)N(CCNC(=O)c1ccc2c(c1)NC(=O)c1ccccc1S2)C1CCCCC1 (stereo not given)	-0.3	9	-13
CCOC(=O)COc1ccccc1/C=N/Nc1nnc2c3ccccc3n(C)c2n1	0.3	22	-17
CCOC(=O)c1cccc(NC(=O)CSc2nnnn2CC)c1	-0.6	28	-16
COc1ccc(-c2csc(=Nc3c(C)n(C)n(-c4ccccc4)c3=O)n2C(C)(C)C)cc1	0.8	10	-17
Cc1ccc(Cn2c(CN3CCN(C(=O)c4ccco4)CC3)nc3c2c(=O)n(C)c(=O)n3C)cc1	0.9	14	-35
O=C1CSC(c2ccc(Cl)cc2)N1 (stereo not given)	0.0	10	-3
C[C@@H](C(=O)N1CCN(c2ccccc2)CC1)N1C(=O)C2CC=CCC2C1=O (stereo not given in full)	0.4	9	-14
CCCCn1c(SCC(=O)NC(C)CC)nc2ccc(N3CCOCC3)cc2c1=O (stereo not given)	0.5	15	-23
COC(=O)c1c(NC(=O)C2C3CCC(O3)C2C(=O)O)sc2c1CCCCCC2 (stereo not given)	-1.9	14	4
Cc1ccccc1NC(=S)NC(NC(=O)N(C)C)C(Cl)(Cl)Cl (stereo not given)	-0.6	8	-17
Clc1ccccc1N1CCN(Cc2ccco2)CC1	-0.6	4	-23
Cc1ccccc1C(=O)N1CCN(c2ccc(NC(=O)c3cccnc3Cl)cc2)CC1	0.2	24	-20
N#C/C(=C\c1ccccc1)C(=O)NNS(=O)(=O)c1cccc([N+](=O)[O-])c1	0.1	29	0
O=C(OCc1ccc([N+](=O)[O-])cc1)c1cnc(Cl)c(Cl)c1	-2.6	21	-23
COc1ccccc1C(=O)CSc1cccc[n+]1[O-]	-0.4	6	-3
CC(C)(C)c1ccc2c(c1)OC(C(=O)N/N=C/c1ccc([N+](=O)[O-])o1)CO2 (stereo not given)	-0.9	19	-8
Cc1[nH]c2c(C)cccc2c(=O)c1Br	0.2	20	0
O=C1OC(c2ccccc2)c2ccc3ccccc3c21 (stereo not given)	0.1	10	-20
CN(CC1CCCN(CCc2ccc(Cl)cc2)C1)C(=O)C(=O)c1ccco1 (stereo not given)	-0.9	8	-14
CCC(=O)Nc1ccc(C(=O)NNC(=O)c2ccc([N+](=O)[O-])cc2)cc1	-1.5	158*	-9
CCOc1ccc(-c2n[nH]c(=S)o2)cc1	0.9	-3	-8
O=c1oc2ccccc2c(NCc2ccccc2)c1[N+](=O)[O-]	-1.0	16	-13
Nc1oc2ccccc2c(=O)c1-c1ccc2c(c1)OCO2	-1.1	15	-27
COCCCNC(=S)NCCCNc1nc2cc3c(cc2cc1C#N)OCO3	1.1	20	-12
CCOc1ccc(NC(=O)CC2S/C(=N/N=C3CCCCCC3)NC2=O)cc1 (stereo not given)	-0.7	22	-28
COc1ccc(C(=O)CCN2CCCC(C)C2)cc1 (stereo not given)	-1.9	0	-11
Cc1cc(=O)n(C)c(=O)n1CC(=O)N1CCCCCC1	-0.6	6	-2
CCCCOc1ccc(NC(=O)C2OC3OC(C)(C)OC3C3OC(C)(C)OC23)cc1 (stereo not given)	-0.8	9	1
Cc1nc(-c2ccccc2)sc1-c1nc(-c2ccccc2)ncc1S(=O)(=O)c1ccccc1	-0.1	2	-13
Cc1cc(-c2ccc(S(=O)(=O)N3CCN(C)CC3)s2)on1	0.7	11	6
COc1cc(C(C)=O)ccc1OCC(O)CN1CCN(c2ccccc2)CC1 (stereo not given)	-0.7	7	-12
Continuation:
SMILES	STK33 kinase inh	OX1R antag-1	OX1R antag-2
Cc1noc(C(=O)Nc2c(C)nn(Cc3ccccc3)c2C)c1Cl	1.1	6	-8
CC(C)(C)c1ccc(C(=O)NNC(=O)c2ccc(Cl)cc2)cc1	.	12	-13
Cn1c(CNc2ccccc2)nc2ccccc21	0.2	20	-5
CC(C)c1ccc(NC(=S)NC2CC3C=CC2C3)cc1 (stereo not given)	-2.6	6	-10
COC(=O)c1ccccc1S(=O)(=O)N(Cc1cc2cc3c(cc2[nH]c1=O)OCO3)C1CCCCC1	-0.9	2	-12
Cc1ccc(OC(C)C(=O)Nc2ccccc2C(=O)N2CCN(C)CC2)cc1 (stereo not given)	-1.4	1	-10
Cc1cc([N+](=O)[O-])nn1CC(=O)N/N=C/c1ccccc1F	-3.5	9	-17
CCCCN=C1NC(=O)C(CC(=O)NCCc2ccc(OC)cc2)S1 (stereo not given)	-1.3	-1	-11
CCCCCC(=O)NC(=S)Nc1cccc(C(C)=O)c1	-1.1	19	-24
CCOCCCNC(=O)c1ccc2c(c1)ncn2-c1cccc(C)c1	0.4	1	-18
O=C(NC(=S)NCc1ccco1)c1cccc(Cl)c1	-0.2	23	-16
C=CCNC(=O)N1CCCC(C(=O)c2cccc(Cl)c2)C1 (stereo not given)	-0.2	14	-23
COc1cccc(OC)c1NC(=O)C1CCCN1C(=O)Nc1cccc(Cl)c1 (stereo not given)	0.2	16	-6
COc1ccc(CNC(=O)C2CC(c3ccc(OC)cc3)=NO2)cc1 (stereo not given)	0.2	1	-10
Cc1ccc(C(=O)COC(=O)c2cn(-c3ccccc3)nc2-c2ccccc2)cc1[N+](=O)[O-]	-0.5	5	-12
CCCn1c(SCC(=O)Nc2ccc(OC)cc2)nnc1-c1ccncc1	-0.4	8	-18
Cc1cccc(OC(=O)n2c(=S)oc3cc(Cl)ccc32)c1	0.7	10	-13
CCOC(=O)c1c(C)c(C(=O)O)n(C)c1C	0.0	14	-7
C[C@H](CO)N1C[C@H](C)[C@@H](CN(C)C(=O)Nc2ccccc2)Oc2c(NC(=O)NC3CCCCC3)cccc2C1=O	0.1	3	-23
CC(=O)Nc1nc(-c2cc([N+](=O)[O-])cs2)cs1	-0.5	26	-6
O=C(COC(=O)c1ccc(O)cc1O)NC1CC1	0.6	-2	-1
